# From PubChem
# Bcl-W Bim block: human Bim-Bcl-W interaction inhibition | AID 952 | 0.02% of 190,000 active | bead-based flow cytometry, Bim peptide-Bcl-W binding | Q92843 | inhibition, % at 10 µM;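 note: 0% = bound tracer without compound and 100% = peptide blocker; higher means less fluorescent Bim peptide bound to Bcl-W beads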
# Target sequence (Q92843 whole entry, looked up): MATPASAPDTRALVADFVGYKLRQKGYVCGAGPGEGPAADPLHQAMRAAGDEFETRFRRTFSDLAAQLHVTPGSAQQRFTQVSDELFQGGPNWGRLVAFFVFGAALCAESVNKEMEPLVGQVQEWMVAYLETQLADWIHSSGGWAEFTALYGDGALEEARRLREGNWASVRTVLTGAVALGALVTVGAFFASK
# RGS8-Gao: modulates binding of RGS8 to human Galphao. response (percent of control binding), % at 10 µM. multiplexed bead flow cytometry; actives lie on both sides. AID 1423. 0.34% of 220,000 active. P09471; in the data active = response below about 60% or above about 140%; inactive = in between;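 note: Galphao activated as the GDP aluminium fluoride complex binding bead-coupled RGS8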
# Target sequence (P09471 whole entry, looked up): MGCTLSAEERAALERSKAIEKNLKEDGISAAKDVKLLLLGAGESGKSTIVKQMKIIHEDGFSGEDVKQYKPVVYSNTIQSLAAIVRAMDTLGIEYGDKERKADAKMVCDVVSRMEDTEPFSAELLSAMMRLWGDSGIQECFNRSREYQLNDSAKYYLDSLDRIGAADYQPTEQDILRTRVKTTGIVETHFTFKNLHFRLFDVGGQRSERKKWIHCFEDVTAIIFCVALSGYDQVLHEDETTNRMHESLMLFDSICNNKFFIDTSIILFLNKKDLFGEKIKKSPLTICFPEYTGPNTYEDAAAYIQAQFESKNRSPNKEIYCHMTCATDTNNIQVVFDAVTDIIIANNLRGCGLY
# RGS7-Gao: regulators of human RGS7-Galphao interaction. P09471. Multiplexed bead flow cytometry, RGS7-Galphao binding; actives lie on both sides. binding response (% of control), % at 10 µM. 0.35% of 220,000 active; in the data active = binding response below about 49% or above about 150%; inconclusive = no clear call, values can overlap the other calls; inactive = in between;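 note: fluorescent Galphao held in activated GDP-AlF4 state binding bead-coupled RGS7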
# Bcl-XL Bim block: disrupts Bim peptide binding to human Bcl-XL; Q07817; bead flow cytometry, fluorescence; inhibition, % at 10 µM; 0.04% of 190,000 active; AID 1007
# Target sequence (Q07817 whole entry, looked up): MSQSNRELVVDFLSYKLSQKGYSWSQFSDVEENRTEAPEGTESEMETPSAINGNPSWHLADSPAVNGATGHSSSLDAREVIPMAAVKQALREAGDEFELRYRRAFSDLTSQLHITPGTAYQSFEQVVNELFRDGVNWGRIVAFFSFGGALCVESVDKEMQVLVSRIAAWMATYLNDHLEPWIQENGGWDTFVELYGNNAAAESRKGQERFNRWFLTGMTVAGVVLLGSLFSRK
# Mcl1 Bid PPI: Mcl-1/Bid interaction inhibition; Q07820; TR-FRET Mcl-1/Bid-Dy647 peptide binding, 1536-well; inhibition, % at 21.7 µM; 0.97% of 220,000 active; AID 1021;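 active = compounds that cut the binding signal by more than half at the single screening dose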;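 note: His-tagged Mcl-1 with europium anti-His antibody binding Bid BH3 peptide; 0% = Mcl-1 plus peptide wells and 100% = peptide-only wells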
# Bcl-2 Bim block: human Bim-Bcl-2 interaction inhibition; P10415; Bead-based flow cytometry, Bim peptide-Bcl-2 binding; inhibition, % at 10 µM; 0.06% of 190,000 active; AID 950; in the data active = inhibition above about 40%; inconclusive = no clear call, values can overlap the other calls;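 note: 0% = no compound wells with probe peptide and 100% = reference peptide inhibitor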
# Target sequence (P10415 whole entry, looked up): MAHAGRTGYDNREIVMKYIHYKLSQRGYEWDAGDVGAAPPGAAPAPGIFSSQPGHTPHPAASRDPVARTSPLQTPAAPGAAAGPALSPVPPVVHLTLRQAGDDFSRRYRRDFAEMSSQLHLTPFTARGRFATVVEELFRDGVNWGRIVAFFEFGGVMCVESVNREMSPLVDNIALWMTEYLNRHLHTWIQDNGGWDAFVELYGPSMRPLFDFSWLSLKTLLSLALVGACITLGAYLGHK
# Bim-Bcl-B: disrupts Bim peptide binding to human Bcl-B; bead-based flow cytometry; 0.073% of 190,000 active; inhibition, % at 10 µM;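 note: 0% = tracer peptide without compound and 100% = reference inhibitor peptide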
# Bim-Mcl-1: disrupts Bim peptide binding to human Mcl-1 | Bead-based flow cytometry, Bim peptide-Mcl-1 binding | inhibition, % at 10 µM | 0.1% of 190,000 active;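 note: 0% = no compound tracer wells and 100% = peptide blocker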
# RGS4-Gao reg: modulates binding of RGS4 to human Galphao. binding response (% of control), % at 10 µM. Multiplexed bead flow cytometry; actives lie on both sides. AID 1415. 0.33% of 220,000 active. P09471; in the data active = binding response below about 49% or above about 150%; inactive = in between;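 note: fluorescent Galphao activated with aluminum fluoride binding bead-coupled RGS4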
# Mcl1-Noxa inh: disrupts binding of human Mcl-1 to Noxa peptide; inhibition, % at 21.7 µM; 1.5% of 220,000 active; Q07820; TR-FRET Mcl-1/Noxa peptide binding, 2 h; AID 1022;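 active = compounds that cut the protein-peptide binding signal by more than 50% relative to plate controls in a single-dose test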;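 note: His-tagged Mcl-1 with rhodamine Noxa BH3 peptide and terbium anti-His antibody; 0% = Mcl-1 plus Noxa peptide wells and 100% = peptide-only wells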
# Bfl-1 Bim block: inhibitors of Bim-Bfl-1 interaction, human. Q16548. Bead-based flow cytometry, Bim-Bfl-1 binding inhibition. inhibition, % at 10 µM. 0.12% of 190,000 active;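 note: 0% = wells without compound plus tracer and 100% = blocker peptide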
# An asterisk follows results filed as active; ? = inconclusive; · = not tested or not shown. Cut-off read from the data, not from the text of the source, unless noted: active = inhibition above about 40%. Compounds were not picked by outcome. Share with any hit: about 2.7%.
No.	structure	Bcl-W Bim block	RGS8-Gao	RGS7-Gao	Bcl-XL Bim block	Mcl1 Bid PPI	Bcl-2 Bim block	Bim-Bcl-B	Bim-Mcl-1	RGS4-Gao reg	Mcl1-Noxa inh	Bfl-1 Bim block
1	C/C(CC(=O)Nc1cccc2c1CCCC2)=N\NC=O	-3	104	106	0	-29	-6	-4	-1	101	10	-10
2	O=C(COC(=O)Cc1c[nH]c2ccccc12)NC1CCCCC1	-1	105	102	-1	-29	-6	-3	-3	103	-8	-5
3	O=c1c2sc3nc(N4CCOCC4)c4c(c3c2ncn1-c1ccccc1)CCCC4	-2	100	103	-1	-22	-1	-6	1	103	-6	-3
4	COc1ccc(S(=O)(=O)Nc2ccc(O)c(Sc3ncn[nH]3)c2)cc1	0	104	109	-1	-34	1	-3	-2	104	31	-5
5	COc1ccc(NC(=O)c2cccnc2N2CCOCC2)cc1	0	101	99	0	1	-3	-2	-1	101	14	-6
6	Cc1ccccc1/C=N/Nc1nc2ccccc2[nH]1	0	79	90	-1	-30	0	0	-2	87	13	7
7	COc1ccc2nc(SCC(=O)Nc3ccc(S(=O)(=O)Nc4onc(C)c4C)cc3)[nH]c2c1	-1	103	99	-5	-2	13	-4	-1	96	22	2
8	Cc1cccc(NC(=O)Cn2c([N+](=O)[O-])cnc2C)c1C	-5	105	105	-12	-18	-7	-10	-5	103	20	-14
9	O=C(CSc1ccccc1)Nc1ccc(-c2nc3ccccc3[nH]2)cc1	13	106	100	2	20	15	13	21	98	44	5
10	COC(=O)c1sccc1NC(=O)CSc1ccccc1NS(=O)(=O)c1ccc(F)cc1	25	102	117	21	13	22	16	18	118	22	26
11	CSCCC(NC(=O)OC(C)(C)C)C(=O)NC(CC(C)C)C(N)=O (configuration not stated)	-1	97	96	-8	-22	-10	-8	-1	96	5	-20
12	FC(F)(F)C1=CC(c2ccc(Br)cc2)=NCCN1	-3	103	106	-8	-30	-12	-10	-1	101	19	-21
13	O=S1(=O)C=C(N2CCOCC2)c2ccccc21	2	99	105	0	-42	2	1	0	107	9	1
14	COC(=O)CCC(=O)Nc1ccc(OC)cc1	0	104	104	-12	-3	-8	-8	-9	103	19	-8
15	CCc1ccc(/C=N/NC(=S)NCCc2ccccc2)cc1	-3	93	94	-2	-42	-1	-4	-3	95	-2	-1
16	O=C(COc1cccnc1[N+](=O)[O-])N1CCN(S(=O)(=O)c2ccccc2)CC1	-4	93	92	-5	-24	-17	-6	-2	98	3	-7
17	CCCCCc1nnc(NC(=O)CS(=O)(=O)Cc2ccccc2)s1	-5	101	100	-7	14	-11	-8	-5	100	0	-9
18	COc1ccccc1-c1noc(-c2ccccc2C(=O)Nc2cccnc2)n1	-1	94	103	-6	-5	-13	-8	0	87	18	-11
19	CCOC(=O)N1CCN(C(=O)C(CC(C)C)NS(=O)(=O)c2ccc3c(c2)oc(=O)n3C)CC1 (configuration not stated)	0	102	102	0	7	-10	-10	0	103	13	-11
20	CS(=O)(=O)N(CC(=O)Nc1ccc(F)c(F)c1)c1cccc([N+](=O)[O-])c1	-6	101	101	-7	18	-10	-7	-2	100	1	-13
21	Nc1nncn1C(=O)c1cccs1	-2	91	96	-2	7	-4	-2	-7	89	13	-9
22	OC(CN1CCCCC1)Cn1c(C(F)(F)F)nc2ccccc21 (configuration not stated)	2	103	99	0	0	-1	0	-1	98	20	0
23	CCC(C(=O)N1CCc2cc(OC)c(OC)cc2C1)c1ccccc1 (configuration not stated)	-1	97	102	-5	-31	-9	-6	-2	99	21	-13
24	CS(=O)(=O)N(CC(=O)N1CCN(c2ccccc2F)CC1)C1CCCCC1	-5	92	100	-5	-12	-5	-7	-4	101	4	-5
25	CCCCCCCCNC1=CC(=O)CC(C)(C)C1	·	101	?	·	-45	·	·	·	99	7	·
26	Cn1c(SCc2ccccc2F)nnc1-c1ccccn1	3	100	101	-3	-35	-2	-1	2	100	4	-2
27	COc1ccc(C(=O)NCC(c2cccnc2)N2CCN(c3ccccc3OC)CC2)cc1OC (configuration not stated)	1	103	102	-3	5	-11	-6	1	105	-2	-9
28	O=C(c1c[nH]c2ccccc2c1=O)N1CCCCCC1	0	104	103	-2	-16	2	7	1	100	9	-2
29	CCC1CC2CC(NC(C)=O)C1C2 (configuration not stated)	0	100	102	-3	1	-2	0	0	100	-6	-3
30	COc1ccc(C)cc1-n1c(SCC(=O)Nc2cccc(C(=O)O)c2)nc2ccccc2c1=O	·	100	?	·	0	·	·	·	98	5	·
31	O=C(c1ccco1)N1CCN(c2cc(N3CCOCC3)c(F)cc2[N+](=O)[O-])CC1	-2	99	96	-3	-18	-3	-1	-2	101	6	-4
32	CCOC(=O)N1CCC(=NNc2ccnc3cc(Cl)ccc23)CC1	0	104	99	-1	-22	-3	-1	-1	104	3	-2
33	CN1/C(=C\C(=O)Nc2ccc(Br)cc2)C(C)(C)c2ccccc21	-1	106	111	-4	7	0	-7	-4	108	-8	0
34	O=C(CN1CCN(c2ccc(F)cc2)CC1)OCc1ccccc1	-2	102	101	-10	-27	-7	-10	-5	99	2	-19
35	Cc1ccc(N/C=C/C(=O)c2cccs2)cc1C	4	98	97	-2	-30	0	-4	13	101	5	1
36	Cc1cccn2c(CN3CCSCC3)c(C(=O)N3CCOCC3)nc12	-3	99	99	-3	-29	-5	-4	-3	99	14	-7
37	CCN(CC)S(=O)(=O)c1ccc(N2CCOCC2)c(NC(=O)CNCCc2ccccc2)c1	·	91	?	·	16	·	·	·	87	28	·
38	O=C(COc1ccccc1Cl)N1CCN(c2ccc([N+](=O)[O-])c(N3CCCCC3)c2)CC1	2	102	99	-1	-8	-1	1	0	102	-8	0
39	CC(C)(C)c1ccc(C(=O)N2CCCC2)s1	·	98	?	·	-9	·	·	·	101	-21	·
40	Cn1cccc1CC(=O)N/N=C\c1ccccc1	6	91	82	1	-61	15	1	3	90	3	3
41	COCCn1c(SCc2cc(=O)n3ccsc3n2)nnc1-c1ccncc1	-1	94	87	-4	9	-3	-3	-2	90	5	-4
42	O=C(CCn1cccc1)NCc1ccc2c(c1)OCO2	3	104	106	-1	-62	-3	-8	1	108	9	-11
43	Cc1cc(NC(=O)COC(=O)c2ccccc2[N+](=O)[O-])no1	-1	101	?	-1	-32	-1	0	-2	100	8	3
44	CC1=C(C#N)C(NC(=O)C2CCCCC2)(C(F)(F)F)C(=O)N1 (configuration not stated)	-6	101	101	0	-14	-3	-2	-2	102	0	-5
45	O=C(Nc1nc2ccccc2s1)C1c2ccccc2Oc2ccccc21	-5	99	104	-7	0	-4	-9	-4	100	1	-1
46	Cc1ccc(-n2nnnc2SCC(=O)Nc2ncc(Cc3ccccc3Cl)s2)cc1	-9	93	100	-15	4	-5	-13	-5	100	0	-13
47	O=C(COc1ccc(Cl)cc1)Nc1ccccc1N1CCOCC1	1	98	96	-3	14	-10	-3	0	99	6	-9
48	CCOC(=O)CCc1cccc2c1CCC2=O	0	94	92	-3	4	-1	-4	4	92	11	-10
49	O=c1cc(CN2CCN(C/C=C/c3ccccc3)CC2)c2cc(O)ccc2o1	0	100	99	-1	-52	-2	-7	-2	100	33	3
50	Cc1ccccc1C(=O)NNC(=O)/C=C/c1ccccc1	-4	105	106	-4	-3	-3	-7	-3	106	-3	-7

# Next records
No.	structure	Bcl-W Bim block	RGS8-Gao	RGS7-Gao	Bcl-XL Bim block	Mcl1 Bid PPI	Bcl-2 Bim block	Bim-Bcl-B	Bim-Mcl-1	RGS4-Gao reg	Mcl1-Noxa inh	Bfl-1 Bim block
51	O=C(c1csc2c1CCCC2)N1CCN(c2cccc(C(F)(F)F)c2)CC1	2	96	95	-4	-30	-2	-6	-1	97	-8	-3
52	CCCc1ncc(C(O)c2cccc(OC)c2)n1C (configuration not stated)	·	97	?	·	-6	·	·	·	91	7	·
53	CCOC(=O)c1[nH]c(C)c(CN(CCc2ccc(OC)c(OC)c2)C(=O)CCCC(=O)O)c1C	1	99	94	-3	-18	-13	-10	-4	94	6	-11
54	O=c1oc2ccccc2cc1-c1csc(NN=C2CCCCC2)n1	-1	101	99	0	-45	-4	-5	3	99	7	-4
55	N/C(=N\S(=O)(=O)c1cccs1)c1ccccc1	0	103	102	-11	10	-16	-14	-3	103	10	-17
56	COc1ccccc1NC(=O)Cn1c(=O)n2nc(C)nc2c2ccccc21	3	108	105	0	-11	-5	-3	1	103	2	-9
57	CCC1=NN(C(=O)c2ccc(Br)cc2)C(O)(c2ccccc2)C1 (configuration not stated)	-4	99	105	-8	-2	-1	-8	-4	102	13	0
58	CCOC(=O)c1ccc(-n2c(C)ccc2C)cc1	-1	96	83	-4	-44	-3	-4	-2	84	-19	-4
59	CCc1ccc(OCC(=O)NNC(=O)CSc2nnc(-c3ccc(C)cc3)n2C)cc1	-9	101	98	-8	-6	-6	-11	-6	100	1	-7
60	O=C(NCc1ccco1)c1ccc(Cl)c(S(=O)(=O)N2CCOCC2)c1	2	115	106	-2	-22	-4	-1	-1	106	23	-2
61	COc1ccc2oc(=O)c(-c3nnc(NCc4ccco4)s3)cc2c1	-2	95	89	0	65*	-1	-1	-1	89	50	0
62	CCC(C)[C@H](N)c1nnc(SCC(=O)c2ccc(Cl)cc2)o1 (some centres not stated)	1	100	101	-3	-14	0	-4	3	100	8	-9
63	O=C(Nc1ccccc1)c1ccc(C(=O)Nc2ccccc2)nc1	4	103	102	0	-9	2	0	3	100	1	-1
64	N#CCc1ccc(C(=O)c2ccccc2)s1	0	100	97	-12	11	-8	-7	-2	96	32	-12
65	Nc1nnc(/C=C/c2ccccc2Cl)s1	·	98	?	·	-9	·	·	·	98	13	·
66	CCn1c(=O)c2c(nc(SCc3ccccn3)n2C)n(C)c1=O	-2	99	95	0	-3	-2	2	4	90	-13	0
67	Cc1sc2c(c1C)CN(C(C)(C)C)CN2C(=O)c1ccccc1	-2	102	101	0	-25	-4	-1	1	102	-7	-2
68	O=C(CN1CCCCCC1)Nc1ccc(Br)cc1Br	0	99	95	-8	1	-10	-10	-4	99	-12	-15
69	OCCCCNCc1cc(Br)ccc1OCc1ccccc1F	-2	104	97	0	3	-4	-5	-3	97	-4	-7
70	Cc1cc(C(=O)CN2C(=O)C(=O)N(CC(C)C)C2=O)c(C)n1-c1ccccc1F	-2	99	100	-3	-33	-4	-6	-7	99	7	-6
71	COc1ccc(NC(=O)CNS(=O)(=O)c2cccc3nonc23)c(OC)c1	0	97	103	0	-46	-8	-8	2	99	25	-10

# A few values from the list:
# For Bcl-XL Bim block, compound 3 is listed with -1
# For Bim-Mcl-1, compound 16 is listed with -2
# For Bim-Mcl-1, compound 40 is listed with 3
# For RGS7-Gao, compound 4 is listed with 109

# Part of the list above, in transposed form:
65	Nc1nnc(/C=C/c2ccccc2Cl)s1
66	CCn1c(=O)c2c(nc(SCc3ccccn3)n2C)n(C)c1=O
67	Cc1sc2c(c1C)CN(C(C)(C)C)CN2C(=O)c1ccccc1
68	O=C(CN1CCCCCC1)Nc1ccc(Br)cc1Br
Compound	65	66	67	68
Bcl-W Bim block	·	-2	-2	0
RGS8-Gao	98	99	102	99
RGS7-Gao	?	95	101	95
Bcl-XL Bim block	·	0	0	-8
Mcl1 Bid PPI	-9	-3	-25	1
Bcl-2 Bim block	·	-2	-4	-10
Bim-Bcl-B	·	2	-1	-10
Bim-Mcl-1	·	4	1	-4
RGS4-Gao reg	98	90	102	99
Mcl1-Noxa inh	13	-13	-7	-12
Bfl-1 Bim block	·	0	-2	-15
